DAX1 inh-1: blocks DAX1 repression of SF-1 activated StAR promoter; HEK293T StAR-luciferase reporter, SF-1/DAX-1 repression relief; inhibition, % at 6.8 µM; 370,000 tested, 1.1% active; AID 652010;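 active = inhibition above the mean over all tested compounds plus 3 SD, cut at about 3.6% in these data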;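 note: 0% = DAX-1 cells with DMSO and 100% = cells lacking DAX-1 with DMSO; higher inhibition means more luminescence from relief of DAX-1 repression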
NPR1 activator: GC-A (human) enzyme activation; P16066; HEK293 GC-A cells, cGMP TR-FRET, EC30 ANP; 0% at EC30 ANP, 100% saturating ANP; activation, % at 10 µM; 370,000 tested, 0.14% active; in the data active = activation above about 40%
Target sequence (P16066 whole entry, looked up): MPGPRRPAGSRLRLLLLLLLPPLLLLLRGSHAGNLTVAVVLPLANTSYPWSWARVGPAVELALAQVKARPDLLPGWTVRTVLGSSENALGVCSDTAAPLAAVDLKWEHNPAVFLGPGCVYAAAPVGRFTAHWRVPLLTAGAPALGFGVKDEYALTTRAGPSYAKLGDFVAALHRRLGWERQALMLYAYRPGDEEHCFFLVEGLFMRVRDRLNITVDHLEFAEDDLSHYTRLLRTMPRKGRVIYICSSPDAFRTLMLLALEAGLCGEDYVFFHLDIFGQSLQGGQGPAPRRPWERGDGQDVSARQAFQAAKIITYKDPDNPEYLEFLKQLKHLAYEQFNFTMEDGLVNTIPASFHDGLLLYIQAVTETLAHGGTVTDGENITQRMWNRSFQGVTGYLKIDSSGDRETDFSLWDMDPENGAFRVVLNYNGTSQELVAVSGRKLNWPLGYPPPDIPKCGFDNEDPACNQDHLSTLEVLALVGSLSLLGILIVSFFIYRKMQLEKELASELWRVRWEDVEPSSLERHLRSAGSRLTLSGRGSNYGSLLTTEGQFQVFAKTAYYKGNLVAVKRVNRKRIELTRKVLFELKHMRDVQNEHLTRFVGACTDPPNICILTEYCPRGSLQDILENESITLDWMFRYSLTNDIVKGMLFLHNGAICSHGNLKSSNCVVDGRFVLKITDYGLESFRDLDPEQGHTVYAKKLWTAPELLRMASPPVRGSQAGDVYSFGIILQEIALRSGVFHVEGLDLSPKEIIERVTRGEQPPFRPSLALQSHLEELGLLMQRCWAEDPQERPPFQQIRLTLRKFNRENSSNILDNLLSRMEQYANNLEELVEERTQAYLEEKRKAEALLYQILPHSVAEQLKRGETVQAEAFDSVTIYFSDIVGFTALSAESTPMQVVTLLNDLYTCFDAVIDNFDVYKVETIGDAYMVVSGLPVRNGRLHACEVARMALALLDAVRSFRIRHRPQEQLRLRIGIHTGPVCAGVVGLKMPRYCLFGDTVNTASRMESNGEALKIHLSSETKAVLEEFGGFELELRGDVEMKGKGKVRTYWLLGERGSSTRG
ADAM10 inh: inhibits human ADAM10. inhibition, % at 7 µM. 370,000 tested, 0.62% active. recombinant ADAM10, EDANS/DABCYL FRET peptide cleavage, 3 h. O14672. AID 720582;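 active = inhibition above a per-campaign cutoff equal to the mean of compounds falling between control-based bounds plus 3 SD, cut at about 20% in these data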;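 note: 0% = DMSO wells while the 100% control is not disclosed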
ADAM17 inh: inhibits human ADAM17; P78536; recombinant ADAM17, EDANS/DABCYL FRET peptide cleavage; inhibition, % at 6.95 µM; 370,000 tested, 0.83% active; AID 720648;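 active = inhibition above the mean of compounds lying between control limits plus 3 SD, set per campaign, cut at about 8.5% in these data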;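 note: 0% = DMSO-only wells as the low control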
PG9 binder: small molecules binding HIV-1 gp120 antibody PG9; TR-FRET gp120-PG9 antibody binding; 360,000 tested, 0.43% active; inhibition, % at 6.7 µM; in the data active = inhibition above about 8.5%
ssDAF12 agonist: S. stercoralis DAF-12 activation, primary screen | AID 652126 | activation, % at 6.8 µM | HEK293 ssDAF-12/GRIP1 lit1-tk-luc reporter, luminescence; % of 3 µM dafachronic acid response | 370,000 tested, 1% active;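 active = activation above the mean over all tested compounds plus 3 SD, cut at about 0.9% in these data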;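 note: 0% = DMSO-only wells and 100% = 3 µM delta7-dafachronic acid wells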
DAX1 inh-2: NR0B1 (DAX1) inhibition | P51843 | HEK293 Gal4-DAX1 luciferase reporter, luminescence | inhibition, % at 6.75 µM | 340,000 tested, 0.99% active | AID 504766;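 active = inhibition above the mean over all tested compounds plus 3 SD, cut at about 4.2% in these data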;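 note: 0% = DAX1-transfected cells with DMSO and 100% = empty-vector control cells with DMSO; inhibition shows as a rise in luminescence from relieved DAX1 repression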
FXN GAA850 act: activators of GAA850 frataxin (FXN) promoter | HEK293 lucGAA850 FXN promoter luciferase reporter, 24 h; percent of 10 µM SAHA response | 360,000 tested, 0.56% active | activation, % at 6 µM | AID 540364;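 active = activation above the average of all compounds screened plus 3 SD, cutoff fixed separately per campaign, cut at about 7.5% in these data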;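 note: 0% = DMSO wells and 100% = 10 µM SAHA wells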
hgDAF12 agonist: hgDAF-12 agonism, primary luciferase screen; AID 687014; activation, % at 6.8 µM; HEK293 GAL4-hgDAF12 UAS-luciferase reporter, agonist luminescence; normalized to butyrate control; 370,000 tested, 1.8% active;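 active = activation above a cutoff set at the mean of all screened compounds plus 3 SD, cut at about 10% in these data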;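 note: 0% = DMSO wells and 100% = sodium butyrate wells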
SMARCA2 act: SMARCA2 function activation, primary screen | 370,000 tested, 1% active | MG213 cells, MMTV-luciferase reporter, dexamethasone, overnight | activation, % at 9.1 µM; in the data active = activation above about 7.8%;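 note: 0% = vehicle wells and 100% = reference activator wells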
hcDAF12 agonist: H. contortus DAF-12 activation, primary screen; HEK293 hcDAF-12 lit1-tk-luc reporter, luminescence; 0% DMSO, 100% Δ7-dafachronic acid; activation, % at 6.8 µM; 370,000 tested, 1.4% active; AID 652067;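 active = activation above the mean of all tested compounds plus 3 SD, cut at about 5.5% in these data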;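 note: 100% = response to 3 µM Δ7-dafachronic acid high control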
The depositor's hits bear a star; i = inactive; x = not tested or not shown.

SMILES	DAX1 inh-1	NPR1 activator	ADAM10 inh	ADAM17 inh	PG9 binder	ssDAF12 agonist	DAX1 inh-2	FXN GAA850 act	hgDAF12 agonist	SMARCA2 act	hcDAF12 agonist
COc1cc(/C=N/NC(=O)CCC(=O)Nc2ccc(F)cc2)ccc1O	-0.3	-2	-14	-6	-1.2	-1.2	0.6	-2.2	24*	-2	0.2
CN(CC(=O)NCCc1ccccc1)S(=O)(=O)c1ccc(Br)cc1	-1.1	0	3	-2	-3.8	-1.3	0.6	3.2	-1.0	2	-1.8
O=C1CCCCN1CCCC(=O)N1CCCC(Nc2ccccc2)C1 (stereo not drawn)	-0.7	3	4	-3	-2.2	-0.8	-0.5	0.2	-0.3	-1	0.0
CCOC(=O)/C(C#N)=C\c1c(C)cc(C)c(COC(C)=O)c1C	-0.2	0	10	1	-1.1	-0.9	5.6*	2.0	2.0	-1	-0.3
Cc1[nH]c(=S)c(C#N)c(-c2ccco2)c1C(=O)N(C)C	1.0	2	-11	-5	0.9	-1.1	1.4	1.4	1.7	0	-1.2
Cc1noc(C)c1COC(=O)C1COc2ccccc2O1 (stereo not drawn)	-0.3	2	-4	-5	-1.6	-1.2	-1.1	0.5	0.4	2	-1.8
Cc1ccc(OCC(=O)Nc2cccc(-c3nnc(-c4ccccc4)o3)c2)cc1	1.2	2	4	-1	-0.3	-1.4	1.9	-0.1	2.3	2	-0.4
CCC(=O)N1CCCC(C)(C(=O)Nc2ccc3scnc3c2)C1 (stereo not drawn)	0.8	-2	3	-3	2.0	0.3	x	0.2	-1.7	5	3.2
CC(C(=O)NCC1CCCCC1)N1CCc2ccccc2C1 (stereo not drawn)	-0.2	5	-6	-3	0.6	-2.1	-0.8	3.5	-0.9	-1	0.1
Cn1c(CCN2CCOCC2)nc2cc(NC(=O)c3cccs3)ccc21	-0.8	1	-5	1	-0.9	-1.9	1.8	3.2	0.0	-4	-0.2
Cc1nc([N+](=O)[O-])c(Br)n1Cc1ccccc1	-0.2	-1	-10	-2	-0.3	-2.0	1.9	-5.3	2.0	1	0.0
O=c1oc(/C=C/c2ccccc2)nc2sc3c(c12)CCC3	-0.5	-3	9	-1	0.5	-1.1	0.0	0.9	-2.0	0	-1.2
Cc1ccc(NC(=O)c2nc[nH]c2C(=O)NCCCCNC(=O)c2[nH]cnc2C(=O)Nc2ccc(C)cc2)cc1	0.1	-5	-9	-1	-1.0	-1.4	-0.3	-6.0	-1.9	0	-1.5
O=C(Nc1nc(-c2ccccn2)cs1)c1cc2ccccc2o1	-0.4	-6	-18	-6	2.0	-0.4	-1.8	2.1	6.9	-1	2.9
Cc1ccc(S(=O)(=O)NCC(=O)OCC(=O)NC(=O)c2cccn2C)cc1	0.7	x	-7	2	-1.2	-0.9	1.5	-0.5	0.1	-2	2.8
Clc1ccc(N/N=C/c2cccs2)nn1	0.2	3	-2	-4	-0.2	-1.2	-0.1	2.7	1.2	3	2.4
Cc1nc2c(-c3ccc(F)cc3)c(C)nn2c(C)c1CCC(=O)Nc1ccccc1	0.2	-4	-6	-8	1.1	-1.6	-0.7	2.2	-1.1	-3	-1.1
Cc1ccc(CNC(=O)C2CC(=O)N(c3ccc(OCC(=O)N4CCCC4)cc3)C2)cc1 (stereo not drawn)	0.4	-5	12	5	0.2	-1.4	-0.8	0.9	-1.9	0	-1.0
Cc1cc(Cl)ccc1OCC(=O)OCC(=O)N(CC(C)C)c1c(N)n(Cc2ccccc2)c(=O)[nH]c1=O	-0.1	-8	-10	-7	-0.1	-0.6	-0.1	0.7	-1.4	-1	-0.9
CCCCCCN(C(=O)CCCCCN1C(=O)NC(c2ccc(-c3ccccc3)cc2)C(C(=O)OCc2ccccc2)=C1C)C(C(=O)NCCCC)c1ccc(OCC(=O)OC)c(C(=O)OC)c1 (stereo not drawn)	-0.1	5	-2	1	-0.5	-0.9	x	x	-1.3	1	-1.4
O=C(NC1=NCCS1)c1ccccc1Br	-0.2	1	-1	-3	-1.4	-1.0	x	0.6	2.7	3	0.2
COc1ccccc1NC(=O)Cc1nnc(SCC(=O)NC2CCCCC2)n1C	0.0	-1	2	3	1.3	-0.6	0.4	-0.6	-0.3	-3	0.5
S=C(NCCc1ccccc1)NC1CCC(NC(=S)NCCc2ccccc2)CC1 (stereo not drawn)	-1.0	-17	2	-2	-1.2	-1.4	-0.8	1.3	-1.3	0	-0.8
N/C(Cc1ccc(Cl)cc1Cl)=N\OC(=O)c1cccs1	0.2	1	1	-2	0.6	-1.3	0.4	1.2	5.2	2	-0.5
CC(C)c1nnc(NC(=O)c2cccs2)s1	2.2	1	2	-2	-0.2	-0.2	-0.3	2.3	12*	1	4.7
Cn1cnnc1SCC(=O)Nc1ccc(S(=O)(=O)N2CCCC2)cc1	-0.7	2	-9	-3	0.4	-1.3	1.2	-0.6	5.1	0	-0.4
CC1(c2nnc(-c3ccc(Cl)cc3)o2)CC(c2cccnc2)=NO1 (stereo not drawn)	-0.1	2	-5	-2	-1.4	-1.1	-0.7	2.2	0.5	1	-0.1
COc1ccc(OC)c(/C=N/NC(=O)c2ccncc2)c1	0.3	-1	-15	-6	0.4	-0.7	0.2	1.9	2.7	-2	-0.9
Cc1nn(CC(=O)c2cccc(Cl)c2)c(C)c1[N+](=O)[O-]	-0.3	-4	1	-4	2.0	-1.6	1.1	1.1	1.6	-2	0.6
C=CCN1[C@@H](CC(C)C)COc2cc(N3CCSCC3)ccc2S1(=O)=O	-0.7	4	1	-2	x	-1.3	x	x	-2.1	0	2.9

Records listed so far shown as hits in DAX1 inh-2:
smiles	DAX1 inh-1	NPR1 activator	ADAM10 inh	ADAM17 inh	PG9 binder	ssDAF12 agonist	DAX1 inh-2	SMARCA2 act	hcDAF12 agonist
CCOC(=O)/C(C#N)=C\c1c(C)cc(C)c(COC(C)=O)c1C	-0.2	0	10	1	-1.1	-0.9	5.6*	-1	-0.3

The listing picks up, starting four compounds before the break.
SMILES	DAX1 inh-1	NPR1 activator	ADAM10 inh	ADAM17 inh	PG9 binder	ssDAF12 agonist	DAX1 inh-2	FXN GAA850 act	hgDAF12 agonist	SMARCA2 act	hcDAF12 agonist
CC1(c2nnc(-c3ccc(Cl)cc3)o2)CC(c2cccnc2)=NO1 (stereo not drawn)	-0.1	2	-5	-2	-1.4	-1.1	-0.7	2.2	0.5	1	-0.1
COc1ccc(OC)c(/C=N/NC(=O)c2ccncc2)c1	0.3	-1	-15	-6	0.4	-0.7	0.2	1.9	2.7	-2	-0.9
Cc1nn(CC(=O)c2cccc(Cl)c2)c(C)c1[N+](=O)[O-]	-0.3	-4	1	-4	2.0	-1.6	1.1	1.1	1.6	-2	0.6
C=CCN1[C@@H](CC(C)C)COc2cc(N3CCSCC3)ccc2S1(=O)=O	-0.7	4	1	-2	x	-1.3	x	x	-2.1	0	2.9
CCC(Oc1ccc(Br)cc1Cl)C(=O)Nc1nnc(C2CC2)s1 (stereo not drawn)	-0.2	0	1	-2	-0.7	-1.2	1.1	-0.5	3.2	-3	-1.0
CC1CCCCC1NC(=O)CSc1nnc(-c2ccccc2)n1N (stereo not drawn)	0.2	4	10	-1	-3.2	-1.3	-0.4	0.7	0.8	-1	0.4
COc1cc(CNCc2ccccn2)ccc1OCc1ccc(Cl)cc1Cl	-0.8	0	17	5	-1.0	-1.4	1.0	3.7	-2.5	-2	-0.6
CC(Sc1ccc2ccccc2c1)C(=O)NC(N)=O (stereo not drawn)	0.5	-1	13	-1	-1.4	-1.1	-0.9	1.0	-2.4	5	0.3
COc1ccc([N+](=O)[O-])cc1NC(=O)CSCc1ccccc1C	-0.5	1	9	1	-1.2	-1.4	-0.9	3.1	1.6	-1	-0.9
COc1ccccc1Nc1cc(C)nc2c(C)ccc([N+](=O)[O-])c12	-0.3	-7	5	-2	-3.6	-1.4	0.4	-0.6	-0.3	0	0.4
CN1c2ccccc2Oc2nnc(Cl)cc21	0.6	9	i	-206	2.6	-1.5	1.1	1.9	-0.9	1	-2.4
Oc1ccccc1CN1CCC(C(O)(c2ccccc2)c2ccccc2)CC1	0.3	-15	6	0	-1.6	-0.9	-0.7	-0.1	1.5	0	0.6
CC(CC12CC3CC(CC(C3)C1)C2)NCc1ccccc1O (stereo not drawn)	-0.1	-13	-10	-3	-0.8	-1.3	2.4	1.6	-0.9	-2	-1.2
CCOC(=O)c1ccc(NC(=O)c2ccc(NS(C)(=O)=O)cc2)cc1	-0.1	3	21*	3	0.9	-1.6	-0.7	0.0	-1.9	-2	-1.0
O=C1c2ccccc2NC2(CCCC2)N1O	-0.5	-2	-142	-73	-1.7	-1.0	0.0	-0.4	1.7	1	-0.6
O=C(NCC1CCCO1)c1cn(-c2ccccc2)nc1-c1ccccc1 (stereo not drawn)	-0.9	2	0	0	-1.6	-1.4	0.2	-2.2	6.2	-2	-1.2
COc1ccccc1N1CCN(C(=O)c2ccc3c(c2)nc(C)n3-c2cc(OC)c(OC)c(OC)c2)CC1	-0.8	14	-2	-3	x	-1.5	x	x	-0.9	-6	-0.6
CC(C)=N/N=C1/NC(=O)C(Cc2ccccc2)S1 (stereo not drawn)	-0.1	3	-1	-4	-0.6	-1.2	1.2	-1.3	0.2	0	-0.2
CCCN(CCC)S(=O)(=O)c1cc2c3c(c1)CCN3C(=O)CC2	0.5	0	1	-2	-2.4	-0.9	0.3	2.3	2.2	0	-1.1
CCOC(=O)N/N=C(\C)c1ccc(Br)cc1	1.5	5	3	-3	-2.2	-1.8	2.6	2.7	3.0	1	-0.6
CC1(c2ccc(OC(F)F)cc2)NC(=O)N(CC(=O)Nc2ccc3[nH]c(=O)[nH]c3c2)C1=O (stereo not drawn)	0.9	2	-14	-1	-0.4	-1.3	-0.3	1.2	-3.0	-3	0.4
COc1ccccc1/C=C/C(=O)NC(=S)Nc1ccccn1	0.8	-1	-36	-17	0.5	1.4*	1.6	3.8	5.3	1	2.8
O=C(CN(Cc1ccccc1)C(=O)c1csnn1)NCc1ccc2c(c1)OCO2	-0.4	1	7	-1	0.6	0.8	-0.6	0.6	2.8	2	5.8*
CCOC(=O)N1CCN(c2ncnc3c2[nH]c2ccc(OC)cc23)CC1	-2.1	9	i	-154	-1.2	-1.8	-2.2	-2.0	-4.1	-2	-2.8
C/C=N\NC(=O)COc1cc(C)ccc1C	-0.2	7	-6	0	-0.8	-0.8	x	-2.9	-3.6	1	-1.8
Cc1cc(C)n(C(=O)CN(C)S(=O)(=O)c2ccc([N+](=O)[O-])cc2)n1	-0.6	0	3	0	-0.1	-0.4	-1.9	1.5	0.1	2	-1.1
COc1ccc(C(=O)Nc2ccc3c(c2)nc(CCNC(C)=O)n3C)cc1	1.1	1	-1	0	-1.4	-0.6	1.0	5.1	7.9	6	0.1
CC(C)NC(=O)c1ccccc1NC(=O)/C=C/c1ccc([N+](=O)[O-])cc1	-0.9	-1	7	0	0.2	-0.6	1.5	3.1	-0.3	-1	-0.2

Screening data (PubChem BioAssay)

Random draw from the library, and some 6.8% of all compounds hit somewhere here.
